H9c2 protect: cardioprotection against H2O2-induced cell death, primary screen, uHTS, H9c2 cells, ATPLite luminescence; AID 588492, 2011; actives 0.63% (n = 360,000); H9c2 cardiomyocytes, H2O2 injury protection, 2 h; protection from H2O2 cell death, % at 20 µM;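 active = compounds giving at least 50% protection of heart cells from peroxide-induced death in the single-dose screen, raw or plate-pattern-corrected value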;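 also: 0% = DMSO wells with peroxide and 100% = DMSO wells without peroxide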
CaV13 ICDI inh: Primary screen for inhibitors of IQ motif and Ca2+-dependent inactivation inhibitor domain binding in CACNA1D, Förster resonance energy transfer in living cells, …; HEK cells, CFP/YFP FRET ICDI-IQ, plate reader, 10 min; percent FRET-ratio fall versus neutral wells; inhibition, % at 12.3 µM; actives 0.098% (n = 340,000);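 active = mean replicate inhibition of at least 30% and at least 1% of replicates passing that level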;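 also: 0% = median of the neutral control wells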
ABCB6 inh 2: ABCB6 transporter inhibitors, primary screen, K562-ABCB6 cells, flow cytometry, MLPCN library; ATP-binding cassette sub-family B member 6 (Homo sapiens), Q9NP58; K562-ABCB6 porphyrin accumulation, 1 h; active compounds read low; fluorescence ratio to DMSO, % at 10 µM; actives 0.19% (n = 360,000);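 active = fluorescence ratio to DMSO below 75%, the collection mean minus 3 SD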;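 also: signal is porphyrin accumulated inside mitochondria; 100% equals median channel fluorescence of DMSO control wells; lower ratio means ABCB6 inhibition with less porphyrin fluorescence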
HTR2A ag: mouse Htr2a agonists via beta-arrestin recruitment, primary screen, cell-based, luminescence; CHO-K1 mHTR2A beta-arrestin complementation; percent of 30 µM serotonin response; activation, % at 7.6 µM; actives 0.66% (n = 360,000);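 active = activation above a run cutoff, the mean activation of all tested compounds plus 3 SD, cut at about 14% in these data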;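 also: 0% = plate median of compound wells and 100% = 30 µM serotonin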
Granule exo inh: LAMP-1 surface exposure blockers, TALL-104 cells – cell-based, flow cytometry, MLPCN library, primary screen; AID 651702, 2012; inhibition, % at 10 µM; TALL-104 LAMP-1 surface exposure; cells stimulated with thapsigargin and PMA; actives 0.66% (n = 360,000);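 active = inhibition above about 55%, limit read from the data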
ABHD5-PLIN5 inh: ABHD5-PLIN5 interaction inhibitors, primary screen, cell lysate, split luciferase complementation, luminescence. Perilipin-5 (Homo sapiens) + 1-acylglycerol-3-phosphate O-acyltransferase ABHD5 (Homo …. actives 0.78% (n = 360,000). Split G. princeps luciferase complementation, 4 h. inhibition, % at 4 µM. AID 602281, 2012;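 active = inhibition above the mean inhibition across every tested compound plus 3 SD, cut at about 22% in these data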;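 also: 0% = DMSO only wells and the 100% control is not disclosed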
Target sequence (Q00G26 whole entry, looked up): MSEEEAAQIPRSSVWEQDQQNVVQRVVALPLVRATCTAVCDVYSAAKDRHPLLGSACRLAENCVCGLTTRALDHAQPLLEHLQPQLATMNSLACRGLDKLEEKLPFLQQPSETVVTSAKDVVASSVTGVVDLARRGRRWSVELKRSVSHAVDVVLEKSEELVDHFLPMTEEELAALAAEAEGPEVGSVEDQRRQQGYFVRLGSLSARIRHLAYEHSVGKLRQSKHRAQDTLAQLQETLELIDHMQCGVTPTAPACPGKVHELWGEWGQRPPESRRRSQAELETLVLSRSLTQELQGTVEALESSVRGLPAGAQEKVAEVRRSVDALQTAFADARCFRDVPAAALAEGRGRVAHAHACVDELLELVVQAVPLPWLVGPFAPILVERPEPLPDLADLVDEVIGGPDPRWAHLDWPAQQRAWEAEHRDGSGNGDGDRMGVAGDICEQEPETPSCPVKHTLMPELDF
Target sequence (Q8WTS1 whole entry, looked up): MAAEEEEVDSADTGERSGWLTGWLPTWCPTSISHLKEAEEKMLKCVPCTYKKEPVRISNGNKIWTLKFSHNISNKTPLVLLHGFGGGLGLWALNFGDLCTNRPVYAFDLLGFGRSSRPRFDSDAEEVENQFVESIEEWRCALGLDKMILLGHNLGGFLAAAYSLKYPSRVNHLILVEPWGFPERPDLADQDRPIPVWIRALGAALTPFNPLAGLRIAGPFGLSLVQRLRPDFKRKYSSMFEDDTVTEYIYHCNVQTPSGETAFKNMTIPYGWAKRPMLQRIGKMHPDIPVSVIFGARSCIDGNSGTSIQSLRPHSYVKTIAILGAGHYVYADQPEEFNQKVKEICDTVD
MC4R barr agon: MC4R agonists recruiting beta-arrestin, primary screen, cell-based, luminescence, agonist arm of biased-ligand search | AID 540308, 2011 | Melanocortin receptor 4 (Homo sapiens), P32245 | activation, % at 8.9 µM | U2OS MC4R beta-arrestin complementation; percent of melanotan II response, DMSO zero | actives 0.98% (n = 360,000);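 active = activation above a per-plate cutoff, the mean activation of sample wells on that plate plus 3 SD, cut at about 8% in these data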
MC4R antag cAMP: MC4R antagonists of cAMP signaling, primary screen, cell-based, TR-FRET, antagonist arm of biased-ligand search. Melanocortin receptor 4 (Homo sapiens), P32245. MC4R-expressing cells, MTII-stimulated cAMP, LANCE TR-FRET. inhibition, % at 6.5 µM. actives 0.48% (n = 360,000). AID 540295, 2011;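 active = inhibition above its plate's cutoff, the mean of tested wells on that plate plus 3 SD, cut at about 29% in these data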;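 also: 0% = Melanotan II alone and 100% = Melanotan II plus saturating MCL0020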
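Material: U2OS-MC4R stable cell line | Reagent: Melanotan II challenge after compound preincubation | Doses: One concentration, 6.5 µM nominal | Incubation: 30-min compound preincubation, 1-h Melanotan II challenge, 1-h detection, room temperature | Signal: TR-FRET cAMP assay | Replicates: One well per compound, no replicates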
PDI inh: inhibitors of human PDI, primary screen, biochemical, turbidity, single point, plate reader; actives 0.052% (n = 350,000); inhibition, % at 10 µM; Protein disulfide-isomerase (Homo sapiens), P07237; PDI insulin aggregation turbidity, A650, 90 min;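 active = mean inhibition across replicates of 30% or more, whatever share of single replicates reach that level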;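 also: absorbance from insulin aggregation driven by PDI reduction with DTT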
N-glyco inh: increase of ERlucT glycosylation luciferase signal, primary screen, N-linked glycosylation inhibitor project, D54 ERlucT cells, luminescence, set 2; AID 588692, 2011; D54 ERlucT glycosylation luciferase reporter, 24 h; percent of 100 nM tunicamycin response; actives 0.23% (n = 360,000); reporter increase, % at 12.5 µM;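 active = mean luciferase reporter signal, scaled so untreated is 0 and the glycosylation-blocking control 100, at or above a set limit in every replicate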;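 also: luciferase carries N-glycosylation sites so blocking glycosylation raises the light; 0% = median of neutral control wells and 100% = median of 100 nM tunicamycin wells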
* hit, by the source's call; . = no result given.

SMILES	H9c2 protect	CaV13 ICDI inh	ABCB6 inh 2	HTR2A ag	Granule exo inh	ABHD5-PLIN5 inh	MC4R barr agon	MC4R antag cAMP	PDI inh	N-glyco inh
CCc1c(C(=O)NC2CCCCC2)[nH]c(C)c1C(C)=O	5	-3	91	1	-3	-3	-1.5	-1	-1	0
O=C(Nc1ccc2c(c1)OCCO2)C1c2ccccc2OCC(=O)N1CC(F)(F)F (centres undefined)	.	-5	102	5	-5	0	.	.	.	.
Cc1ccc(NC(=O)COC(=O)C2(CC(=O)NC(C)(C)C)CCCC2)cc1C	-6	-13	103	1	-19	-1	-0.5	10	-1	-4
Cn1c(=O)c2c(nc(N3CCN(Cc4ccccc4)CC3)n2CC(=O)c2ccccc2)n(C)c1=O	20	-8	99	2	8	2	-0.2	4	2	3
C[C@H]1CN([C@@H](C)CO)S(=O)(=O)c2ccc(Br)cc2O[C@H]1CN(C)S(=O)(=O)c1ccccc1F	4	-3	108	2	2	-6	-1.9	20	2	0
COc1ccc(CCNC(=O)C2CCN(S(=O)(=O)N3CCOCC3)CC2)cc1OC	2	-12	93	2	1	-4	-2.3	-7	20	0
COCC(C)n1c(C)cc(C(=O)COc2ccc(N(C)S(=O)(=O)c3ccc(NC(C)=O)cc3)cc2)c1C (centres undefined)	-2	.	98	2	2	-7	-0.1	10	-2	-4
Cc1oc2cc3oc(=O)c(CC(=O)N[C@H](C(=O)N[C@@H](C(=O)O)c4ccccc4)C(C)C)c(C)c3cc2c1C	-3	.	103	3	8	-1	-0.2	4	.	1
Cc1ccc(C)c(-n2nnnc2SCC(=O)c2ccc3c(c2)NC(=O)CO3)c1	-1	-5	94	-3	1	1	4.9	5	5	-2
CO[C@@H]1CN(C)C(=O)c2cc(NC(=O)Nc3ccc4c(c3)OCO4)ccc2OC[C@@H](C)N(C)C[C@H]1C	.	-4	.	9	3	0	.	.	.	.
CC(=O)NC1=NN(C(C)=O)C(C)(c2ccccn2)S1 (centres undefined)	8	-5	103	3	0	-2	-0.6	0	12	1
NC[C@H]1O[C@H](O[C@H]2[C@H](O)[C@@H](O[C@H]3O[C@H](CO)[C@@H](O)[C@H](N)[C@H]3O)[C@H](N)C[C@@H]2N)[C@H](N)C[C@@H]1O	10	.	95	-3	10	-2	0.0	2	2	0
CCOC(=O)c1sc(NC(=O)c2ccco2)c(C#N)c1C	-12	-5	95	-3	-7	0	-1.3	1	-4	2
CCCCn1c(N)c(N(CC)C(=O)c2cccc(C)c2)c(=O)[nH]c1=O	16	-5	98	-5	-8	6	-1.5	2	0	1
OCCC1CN(Cc2cc(F)ccc2-n2cccn2)CCN1C1CCCC1 (centres undefined)	3	-12	97	-5	-1	-6	0.6	6	-3	1
O=C(CCN1C(=O)C2C3CCC(C3)C2C1=O)Nc1ccc(F)cc1 (centres undefined)	-2	-4	99	3	-7	10	-0.3	-1	-26	-1
CCN(CC)S(=O)(=O)c1csc(C(=O)OCC(=O)c2ccccc2)c1	-3	.	89	-2	-2	1	1.4	1	-5	-1
Cc1ccc(OCC(=O)N2CCc3ccccc3C2)cc1	6	0	96	-7	34	1	-1.4	9	-1	1
CC(=O)Nc1cccc(C(=O)OCN2C(=O)c3ccccc3C2=O)c1	1	-7	88	-3	-1	7	1.1	4	-59	1
CCCc1sc(N)nc1-c1ccc(C)cc1	-4	-3	82	-9	-1	-8	-1.6	5	-3	1
COc1cc(-c2nnc3sc(-c4ccncc4)nn23)cc(OC)c1OC	9	-5	98	2	2	-6	-3.0	-3	-1	0
CCN(CC(=O)Nc1c(F)cccc1F)C(=O)CCc1nc2sc3c(c2c(=O)[nH]1)CCCC3	18	-2	101	0	5	1	-0.5	2	1	1
CCc1cc(C(=O)Nc2nnc(C3CC3)s2)sc1C	-3	-3	103	2	-10	-4	0.2	3	6	4
C=CCNC(=S)N1CCN(CCN=CC2=C(O)CC(c3cccs3)CC2=O)CC1 (centres undefined)	-1	-4	96	1	-4	-4	-1.4	0	-11	1
COc1cc(-c2noc(C3CCCN(C(=O)c4ccccc4)C3)n2)cc(OC)c1OC (centres undefined)	4	-22	122	-1	-1	1	-0.1	20	-2	4
COc1ccc(/C=N/N=C(\N)c2nonc2N)cc1	-11	-2	100	-3	0	-7	-1.8	19	-6	-11
COc1ccc(OC)c(/C=N\NC(=O)c2ccc(=O)n(C)c2)c1	7	-3	100	1	-2	-2	-3.0	-5	-9	4
Cc1sc(NC(=O)C(C)C)c(C(=O)Nc2ccccc2)c1C	1	.	91	-1	-1	-4	0.2	11	-3	1
CC(C)OC(=O)C(C)Nc1n[nH]c(=S)[nH]c1=O (centres undefined)	10	-4	99	1	-3	-6	-0.9	25	8	-1
OCC1(Cc2ccccc2)CCN(C2CCN(c3ccc(F)c(F)c3)CC2)CC1	5	-3	100	-12	3	-2	5.8	11	0	2
COc1cccc(CNC(=O)C2CCN(S(=O)(=O)c3cccs3)CC2)c1	4	-9	98	-1	0	0	0.5	2	4	-1
CN(C)c1ccc(NC(=O)Cn2c(=O)n(Cc3ccccc3)c(=O)c3ccccc32)cc1	12	-5	97	-5	-1	-1	2.1	13	5	-3
Cn1c(N)c(C(=O)COC(=O)CC2CC3CCC2C3)c(=O)n(C)c1=O (centres undefined)	0	-2	96	1	0	2	-1.8	4	4	3
Cc1cc(C)n(S(=O)(=O)/C=C/c2ccccc2)n1	1	-4	97	-1	0	-1	-1.8	6	-2	-3
CC1(C)S[C@@H]2[C@H](NC(=O)[C@H](N)c3ccccc3)C(=O)N2[C@H]1C(=O)OC1OC(=O)c2ccccc21 (some centres undefined)	0	-5	108	-2	24	-2	-0.9	4	6	-1
CCOc1ccc(CNC(=O)CCc2cn(C)c3ccccc23)cc1OC	6	2	97	2	4	3	-0.3	24	4	4
CCN(CC)S(=O)(=O)c1ccc(NC(=O)CNC2CCCCC2)cc1	-1	-2	95	0	0	-8	-1.5	4	-5	-2
CC1CN(C(=O)CCC(=O)NCCCN2CCC(Cc3ccccc3)CC2)c2cc(Cl)ccc2O1 (centres undefined)	-12	-6	105	-3	51	19	0.2	-5	-4	1
COc1cc2c(cc1OC)CN(C(=O)c1ccco1)CC2	5	-19	97	4	-2	2	-1.7	-7	-11	1
N#C/C(=C(/O)C(Cl)(Cl)Cl)c1nc2ccccc2[nH]1	-16	-4	100	3	10	0	-1.3	8	0	0
Cc1cccc(CS(=O)(=O)Cc2ccc(C(=O)NCCN3CCCCC3C)o2)c1 (centres undefined)	11	-5	106	1	-3	2	2.2	-2	12	0
NC(=O)C1CN(S(=O)(=O)c2ccc(Cl)cc2F)c2ccccc2O1 (centres undefined)	-4	-3	97	-8	-28	2	-0.3	3	-14	1
O=C(C(=O)N1CCc2ccccc2C1)c1cn(CC(=O)N2CCCC2)c2ccccc12	7	-5	98	-5	1	-6	1.0	13	0	3
OC[C@@H]1CN(Cc2ccc3c(c2)OCO3)C[C@H](n2cnc3c(N4CCN(c5ccccc5)CC4)ncnc32)O1	11	-11	91	6	2	8	1.5	1	-2	-4
O=c1c2ccccc2n2c(-c3cccc(F)c3)nnc2n1Cc1ccccc1	11	-3	96	0	-2	18	-0.5	-1	-3	-3
Cc1ccc(S(=O)(=O)NN2C(=O)/C(=C/c3ccc(C(=O)O)cc3)SC2=S)cc1	0	-2	102	-6	6	-7	0.0	-2	6	0
O=S(=O)(c1cccs1)N1CCN(CCOc2ccc(Cl)cc2)CC1	-8	-2	94	-6	3	-8	-1.3	3	-8	-8
O=C(CN1C(=O)c2ccccc2S1(=O)=O)c1ccc2c(c1)OCCO2	-14	-5	99	0	0	8	-0.4	-1	-1	-20
Cc1oc(-c2ccccc2)cc1C(=O)Nc1cccc2ccccc12	-1	-5	91	-2	-1	10	1.8	5	2	-2
COc1ccc(-c2nnn(CC(=O)N3CCOCC3)n2)cc1	-6	-8	103	8	1	2	-1.1	5	-2	0

12 entries from above, with values under each structure.
Every second line gives: H9c2 protect	CaV13 ICDI inh	ABCB6 inh 2	HTR2A ag	Granule exo inh	ABHD5-PLIN5 inh	MC4R barr agon	MC4R antag cAMP	PDI inh	N-glyco inh
> CCOc1ccc(CNC(=O)CCc2cn(C)c3ccccc23)cc1OC
    6	2	97	2	4	3	-0.3	24	4	4
> CCN(CC)S(=O)(=O)c1ccc(NC(=O)CNC2CCCCC2)cc1
    -1	-2	95	0	0	-8	-1.5	4	-5	-2
> CC1CN(C(=O)CCC(=O)NCCCN2CCC(Cc3ccccc3)CC2)c2cc(Cl)ccc2O1 (centres undefined)
    -12	-6	105	-3	51	19	0.2	-5	-4	1
> COc1cc2c(cc1OC)CN(C(=O)c1ccco1)CC2
    5	-19	97	4	-2	2	-1.7	-7	-11	1
> N#C/C(=C(/O)C(Cl)(Cl)Cl)c1nc2ccccc2[nH]1
    -16	-4	100	3	10	0	-1.3	8	0	0
> Cc1cccc(CS(=O)(=O)Cc2ccc(C(=O)NCCN3CCCCC3C)o2)c1 (centres undefined)
    11	-5	106	1	-3	2	2.2	-2	12	0
> NC(=O)C1CN(S(=O)(=O)c2ccc(Cl)cc2F)c2ccccc2O1 (centres undefined)
    -4	-3	97	-8	-28	2	-0.3	3	-14	1
> O=C(C(=O)N1CCc2ccccc2C1)c1cn(CC(=O)N2CCCC2)c2ccccc12
    7	-5	98	-5	1	-6	1.0	13	0	3
> OC[C@@H]1CN(Cc2ccc3c(c2)OCO3)C[C@H](n2cnc3c(N4CCN(c5ccccc5)CC4)ncnc32)O1
    11	-11	91	6	2	8	1.5	1	-2	-4
> O=c1c2ccccc2n2c(-c3cccc(F)c3)nnc2n1Cc1ccccc1
    11	-3	96	0	-2	18	-0.5	-1	-3	-3
> Cc1ccc(S(=O)(=O)NN2C(=O)/C(=C/c3ccc(C(=O)O)cc3)SC2=S)cc1
    0	-2	102	-6	6	-7	0.0	-2	6	0
> O=S(=O)(c1cccs1)N1CCN(CCOc2ccc(Cl)cc2)CC1
    -8	-2	94	-6	3	-8	-1.3	3	-8	-8

Screening results deposited in PubChem by several laboratories.
